LYPLA2 inh: LYPLA2 inhibitors, primary screen, counter-screen for PME1 inhibitor project, biochemical, fluorescence polarization, FP-Rh probe ABPP. Acyl-protein thioesterase 2 (Homo sapiens), O95372. inhibition, % at 5.9 µM. recombinant LYPLA2. hit rate 0.38% among 320,000;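 active = inhibition above the screen-wide mean plus 3 SD, limit set per campaign, cut at about 26% in these data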;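 also: 0% = LYPLA2 with DMSO and 100% = wells lacking LYPLA2 enzyme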
pPAFAH inh: pPAFAH enzyme inhibitors, primary screen, biochemical, fluorescence polarization, human. Platelet-activating factor acetylhydrolase (Homo sapiens), Q13093. recombinant pPAFAH, FP-rhodamine probe fluorescence polarization. inhibition, % at 3.39 µM. hit rate 1.5% among 330,000;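 active = inhibition above the mean inhibition across the screen plus 3 SD, cut at about 25% in these data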;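 also: inhibitors block binding of the rhodamine activity-based probe so polarization drops; 0% = enzyme with DMSO and 100% = wells lacking pPAFAH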
Target sequence (Q13093 whole entry, looked up): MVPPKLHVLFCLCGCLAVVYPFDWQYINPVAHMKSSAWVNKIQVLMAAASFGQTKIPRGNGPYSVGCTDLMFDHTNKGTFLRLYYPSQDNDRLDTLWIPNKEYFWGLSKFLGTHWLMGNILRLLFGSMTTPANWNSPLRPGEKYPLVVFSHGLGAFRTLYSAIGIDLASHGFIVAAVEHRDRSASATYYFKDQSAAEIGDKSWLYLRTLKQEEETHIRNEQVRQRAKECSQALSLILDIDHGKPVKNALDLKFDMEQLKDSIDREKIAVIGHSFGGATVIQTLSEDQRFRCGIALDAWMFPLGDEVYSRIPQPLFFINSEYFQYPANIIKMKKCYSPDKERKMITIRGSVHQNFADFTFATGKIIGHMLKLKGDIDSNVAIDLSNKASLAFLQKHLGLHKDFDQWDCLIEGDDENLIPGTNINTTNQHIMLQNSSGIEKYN
PAFAH1B2 FP inh: PAFAH1B2 enzyme inhibitors, primary screen, biochemical, fluorescence polarization, human. Platelet-activating factor acetylhydrolase IB subunit alpha2 (Homo sapiens), P68402. recombinant PAFAH1B2, FP-rhodamine activity probe. inhibition, % at 3.39 µM. hit rate 1.2% among 340,000;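 active = inhibition above the mean of all tested compounds plus 3 SD, cut at about 24% in these data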;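 also: 0% = enzyme with DMSO and 100% = wells lacking PAFAH1B2; many of its hits are not listed in these tables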
PREPL inh: PREPL enzyme inhibitors, primary screen, biochemical, fluorescence polarization. Prolyl endopeptidase-like (Homo sapiens), Q4J6C6. recombinant PREPL, fluorescence polarization activity-based probe. inhibition, % at 5.96 µM. hit rate 0.68% among 320,000. AID 2751, 2010; in the data active = inhibition above about 43%;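 also: 0% = enzyme with DMSO and 100% = wells lacking enzyme; many of its hits are not listed in these tables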
PAD4 inh: human PAD4 inhibitors, primary screen, biochemical, fluorescence polarization, 1536-well format; inhibition, % at 6.36 µM; Protein-arginine deiminase type-4 (Homo sapiens), Q9UM07; hit rate 0.41% among 330,000; recombinant PAD4, RCA probe fluorescence polarization; AID 485272, 2010;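 active = percent inhibition above a cutoff equal to the mean of all tested compounds plus 3 SD, cut at about 15% in these data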;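 also: 0% = PAD4 with RCA probe and DMSO and 100% = probe without PAD4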
PAFAH1B3 inh: PAFAH1B3 enzyme inhibitors, primary screen, biochemical, fluorescence polarization, human; AID 492972, 2010; recombinant PAFAH1B3, FP-rhodamine probe; inhibition, % at 3.39 µM; hit rate 0.28% among 340,000; Platelet-activating factor acetylhydrolase IB subunit alpha1 (Homo sapiens), Q15102;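 active = inhibition above the screen-wide average of all tested compounds plus 3 SD, cut at about 25% in these data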;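 also: 0% = enzyme with DMSO only and 100% = wells lacking PAFAH1B3 protein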
LYPLA1 counter: LYPLA1 inhibitors, primary screen, counter-screen for PME1 inhibitor project, biochemical, fluorescence polarization, FP-Rh probe ABPP; Acyl-protein thioesterase 1 (Homo sapiens), O75608; recombinant LYPLA1; inhibition, % at 5.9 µM; hit rate 0.16% among 320,000; AID 2174, 2009;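 active = inhibition above the mean of all tested compounds plus 3 SD, set per campaign, cut at about 14% in these data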;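 also: inhibitors block serine hydrolase probe labeling of LYPLA1 so polarization falls; 0% = enzyme with DMSO and 100% = wells lacking LYPLA1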
Target sequence (O75608 whole entry, looked up): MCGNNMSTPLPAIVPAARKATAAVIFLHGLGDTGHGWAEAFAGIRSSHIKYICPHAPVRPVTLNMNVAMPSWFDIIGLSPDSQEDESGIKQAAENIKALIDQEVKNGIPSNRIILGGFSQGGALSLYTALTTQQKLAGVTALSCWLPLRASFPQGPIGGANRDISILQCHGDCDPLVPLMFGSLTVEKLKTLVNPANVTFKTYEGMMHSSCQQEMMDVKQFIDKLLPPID
GSTO1 inh: inhibitors of recombinant GSTO1, primary screen, counter-screen for RBBP9 inhibitor project, biochemical, fluorescence polarization | Glutathione S-transferase omega-1 (Homo sapiens), P78417 | activity-based probe fluorescence polarization | inhibition, % at 5.96 µM | hit rate 1.1% among 300,000 | AID 1974, 2009;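 active = inhibition above the campaign mean inhibition plus 3 SD, cut at about 35% in these data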;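 also: 0% = GSTO1-1 with DMSO and 100% = wells lacking GSTO1-1 enzyme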
Target sequence (P78417 whole entry, looked up): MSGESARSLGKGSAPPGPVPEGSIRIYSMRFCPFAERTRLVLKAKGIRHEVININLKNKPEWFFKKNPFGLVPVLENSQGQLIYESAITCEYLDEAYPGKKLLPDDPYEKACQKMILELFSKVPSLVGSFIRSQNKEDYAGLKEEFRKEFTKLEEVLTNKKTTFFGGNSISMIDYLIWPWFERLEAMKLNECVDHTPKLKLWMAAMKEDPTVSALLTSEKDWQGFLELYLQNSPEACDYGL
PAFAH2 inh: PAFAH2 enzyme inhibitors, primary screen, biochemical, fluorescence polarization, human; Platelet-activating factor acetylhydrolase 2, cytoplasmic (Homo sapiens), Q99487; recombinant PAFAH2, FP-rhodamine activity probe; hit rate 0.99% among 340,000; inhibition, % at 3.39 µM; AID 492956, 2010;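 active = inhibition above the mean over all tested compounds plus 3 SD, cut at about 30% in these data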;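 also: inhibitors block probe labeling of enzyme so polarization drops; 0% = enzyme with DMSO and 100% = wells lacking PAFAH2 protein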
The depositor's hits bear a star; . = not tested or not shown.

1. O=C(Nc1ccc(Cl)cc1)Nc1ccc(Br)cn1
2. CCN(CC)CCCNC(=O)N[C@@H](Cc1ccccc1)C(=O)O
3. CC(C)c1nnc(NC(=O)CCC(=O)NCc2ccc(F)cc2)s1
4. O=S(=O)(c1ccc2ccccc2c1)N(CC1CO1)c1ccccc1 (configuration not stated)
5. CCN(CC)S(=O)(=O)c1cccc(NC(=O)COC(=O)/C=C/c2ccco2)c1
6. Cc1ccc(CNCCCSc2nc(C)cc(C)n2)cc1
assay / entry | 1 | 2 | 3 | 4 | 5 | 6
LYPLA2 inh | 5.5 | 11.8 | 1.3 | -2.4 | -9.2 | 5.5
pPAFAH inh | 0.5 | 3.1 | 3.8 | -0.5 | 15.4 | 3.5
PAFAH1B2 FP inh | 6.7 | -0.1 | 2.4 | 2.6 | 0.4 | 0.9
PREPL inh | 12.1 | -2.5 | -3.8 | -6.7 | 2.1 | 19.7
PAD4 inh | -0.3 | -2.4 | -7.3 | 3.2 | 1.7 | -3.3
PAFAH1B3 inh | -8.2 | 5.3 | -0.2 | 7.9 | 0.9 | 7.4
LYPLA1 counter | -0.8 | 2.2 | -1.9 | -5.2 | -2.4 | 8.1
GSTO1 inh | -2.8 | -0.9 | -1.2 | 69.7* | 2.5 | 8.3
PAFAH2 inh | -5.6 | -1.8 | -6.9 | -0.8 | 33.2* | -7.2

Looked up by compound from above:
2. CCN(CC)CCCNC(=O)N[C@@H](Cc1ccccc1)C(=O)O
6. Cc1ccc(CNCCCSc2nc(C)cc(C)n2)cc1
3. CC(C)c1nnc(NC(=O)CCC(=O)NCc2ccc(F)cc2)s1
1. O=C(Nc1ccc(Cl)cc1)Nc1ccc(Br)cn1
assay / entry | 2 | 6 | 3 | 1
LYPLA2 inh | 11.8 | 5.5 | 1.3 | 5.5
pPAFAH inh | 3.1 | 3.5 | 3.8 | 0.5
PAFAH1B2 FP inh | -0.1 | 0.9 | 2.4 | 6.7
PREPL inh | -2.5 | 19.7 | -3.8 | 12.1
PAD4 inh | -2.4 | -3.3 | -7.3 | -0.3
PAFAH1B3 inh | 5.3 | 7.4 | -0.2 | -8.2
LYPLA1 counter | 2.2 | 8.1 | -1.9 | -0.8
GSTO1 inh | -0.9 | 8.3 | -1.2 | -2.8
PAFAH2 inh | -1.8 | -7.2 | -6.9 | -5.6

Going on with the list:
7. COc1ccc(-c2ncn(CCC#N)c2[N+](=O)[O-])cc1
8. CCCCc1nc2ccccc2c(=O)n1NC(=O)c1c(O)c2ccccc2n(C)c1=O
9. CNS(=O)(=O)c1ccc(CCC(=O)N2CCOCC2)cc1
10. CC(C)(C)NCC(O)COCc1ccc(Cl)cc1 (configuration not stated)
11. O=C(CSc1nnc(Cn2nnc(-c3ccccc3)n2)n1-c1ccccc1)Nc1ccc(F)cc1
12. COc1ccc(CCNC(=O)c2cc(-c3ccc(C)cc3O)n[nH]2)cc1OC
assay / entry | 7 | 8 | 9 | 10 | 11 | 12
LYPLA2 inh | 2.6 | -4.2 | 1.6 | -3.6 | -6.0 | 1.1
pPAFAH inh | 2.5 | -0.3 | 0.0 | -4.8 | 1.3 | -0.5
PAFAH1B2 FP inh | 1.4 | -0.9 | 4.8 | -1.9 | -0.7 | 4.2
PREPL inh | -1.5 | 3.6 | 1.2 | 9.3 | -8.9 | 6.5
PAD4 inh | -3.5 | -1.4 | -3.7 | 0.7 | -2.3 | -9.0
PAFAH1B3 inh | 2.0 | -2.9 | 4.7 | 5.0 | 6.5 | -4.5
LYPLA1 counter | -0.6 | -5.7 | 0.2 | 1.3 | -5.6 | -4.2
GSTO1 inh | 4.6 | 6.7 | 5.0 | 1.9 | 3.9 | -0.8
PAFAH2 inh | 4.4 | -9.0 | -3.2 | 3.3 | 7.8 | -13.1

13. COc1ccc(NC(=O)N2CCCC2C(=O)Nc2cccc(C)c2C)cc1 (configuration not stated)
14. O=C(O)C(Cc1ccccc1-c1ccccc1)C(=O)O
15. Cc1ccc(OCC(=O)N/N=C\c2ccc(O)c([N+](=O)[O-])c2)c([N+](=O)[O-])c1
16. Cc1ccc(S(=O)(=O)N2CCN(C)CC2)cc1C(=O)NC1CCCCC1
17. CCCCCCOC(=O)/C=C/c1c(C)[nH]c(=O)[nH]c1=O
18. CC(C)CNC(=O)c1cccc(NC(=O)C(C)C)c1
assay / entry | 13 | 14 | 15 | 16 | 17 | 18
LYPLA2 inh | 3.3 | 9.2 | -3.7 | 5.7 | 1.1 | 1.9
pPAFAH inh | -1.9 | 7.3 | 7.8 | 3.2 | 5.7 | -0.8
PAFAH1B2 FP inh | 6.3 | 27.1* | 7.1 | 25.7* | 2.9 | -0.6
PREPL inh | -3.3 | 4.8 | 20.3 | -0.8 | 4.6 | 5.9
PAD4 inh | -0.1 | -2.6 | -2.4 | 8.0 | 4.5 | -2.1
PAFAH1B3 inh | 1.7 | -3.9 | 18.9 | 3.7 | 10.8 | 8.6
LYPLA1 counter | -0.2 | 5.7 | 0.5 | 1.4 | 0.1 | -1.1
GSTO1 inh | 2.3 | 4.7 | 12.1 | 3.6 | 1.4 | 5.2
PAFAH2 inh | -2.0 | -3.9 | 15.2 | -1.3 | 18.3 | 2.4

19. CC(C)(C)c1n[nH]c(=S)n(/N=C/c2cccs2)c1=O
20. CCOc1ccc(NC(=O)C2CC(=O)N(CC)C(=Nc3ccc4c(c3)OCO4)S2)cc1 (configuration not stated)
21. COc1ccc(CNC(=O)CNS(=O)(=O)c2ccc(Cl)cc2)cc1
22. O=C(NN1C(=O)C2CC=C(Cl)CC2C1=O)c1ccncc1 (configuration not stated)
23. CC(C)(C)OC(=O)NNC(=S)NCc1ccc(Cl)cc1
24. CC1Oc2ccccc2C=C1/C=N\NC(=O)c1cccnc1 (configuration not stated)
assay / entry | 19 | 20 | 21 | 22 | 23 | 24
LYPLA2 inh | -4.8 | 5.0 | 7.6 | 5.3 | 6.3 | -0.2
pPAFAH inh | -2.1 | -4.0 | 2.1 | -2.3 | 0.6 | 2.2
PAFAH1B2 FP inh | 5.5 | 4.4 | 4.9 | 1.5 | 20.6 | .
PREPL inh | -7.3 | 20.6 | -6.1 | 7.3 | -5.3 | 15.8
PAD4 inh | -0.4 | -5.1 | -0.3 | -5.1 | 4.3 | -4.9
PAFAH1B3 inh | 6.4 | 5.1 | 5.6 | 0.2 | 3.2 | .
LYPLA1 counter | -2.2 | 1.7 | -1.5 | 4.4 | 3.8 | -0.3
GSTO1 inh | -0.2 | 2.1 | 3.7 | -4.0 | 4.1 | -1.8
PAFAH2 inh | -4.4 | 8.0 | -1.2 | 6.3 | 3.0 | .

25. CC1CCCCC1NC(=O)c1ccc(CNc2c(N3CCCC3)c(=O)c2=O)cc1 (configuration not stated)
26. Cc1nc(CNC(=O)c2cc(COc3c(F)cccc3F)on2)cs1
27. CCOCC(=O)Nc1ccc([N+](=O)[O-])cc1Cl
28. COc1ccc([C@@H]2[C@@H]3C(=O)N(C(C)(C)C)C(=O)[C@@H]3[C@]3(Cc4ccccc4)C(=O)N(c4ccc(C)cc4)C(=O)N23)cc1
assay / entry | 25 | 26 | 27 | 28
LYPLA2 inh | 1.4 | -4.1 | -1.6 | -3.4
pPAFAH inh | 1.8 | 4.3 | -1.8 | 3.7
PAFAH1B2 FP inh | 4.2 | -2.1 | . | -4.4
PREPL inh | 1.4 | 15.7 | 5.5 | -2.2
PAD4 inh | 0.3 | 0.7 | 1.2 | -2.6
PAFAH1B3 inh | 4.8 | 3.4 | . | 14.9
LYPLA1 counter | 0.0 | 3.4 | 2.1 | -3.2
GSTO1 inh | -5.4 | 7.6 | 0.3 | -3.2
PAFAH2 inh | 5.8 | 5.5 | . | -3.4

Copied from above: nos. 25 to 28
25. CC1CCCCC1NC(=O)c1ccc(CNc2c(N3CCCC3)c(=O)c2=O)cc1 (configuration not stated)
26. Cc1nc(CNC(=O)c2cc(COc3c(F)cccc3F)on2)cs1
27. CCOCC(=O)Nc1ccc([N+](=O)[O-])cc1Cl
28. COc1ccc([C@@H]2[C@@H]3C(=O)N(C(C)(C)C)C(=O)[C@@H]3[C@]3(Cc4ccccc4)C(=O)N(c4ccc(C)cc4)C(=O)N23)cc1
assay / entry | 25 | 26 | 27 | 28
LYPLA2 inh | 1.4 | -4.1 | -1.6 | -3.4
pPAFAH inh | 1.8 | 4.3 | -1.8 | 3.7
PAFAH1B2 FP inh | 4.2 | -2.1 | . | -4.4
PREPL inh | 1.4 | 15.7 | 5.5 | -2.2
PAD4 inh | 0.3 | 0.7 | 1.2 | -2.6
PAFAH1B3 inh | 4.8 | 3.4 | . | 14.9
LYPLA1 counter | 0.0 | 3.4 | 2.1 | -3.2
GSTO1 inh | -5.4 | 7.6 | 0.3 | -3.2
PAFAH2 inh | 5.8 | 5.5 | . | -3.4

From PubChem

Only part of the results is shown. The share of hits here may be higher or lower than overall.
